# p53 reactivator = mutant p53 re-activation in reporter cells | Potency, µM (titrated, usually from 92.2 µM), for inactives: top-dose activity change, positive = activation, most hits filed as activators | AID 504706 | 320,000 tested, 0.063% active | H1299 p53-A138V BP100-luciferase reporter, luminescence, 24 h; further: % of control where 0% means no effect; nearly all actives have a fitted effect of over 45% in size
#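 p53-null H1299 cells stably carrying temperature-sensitive p53-A138V and a BP100-luciferase reporter were pinned with compounds (4-point, 1:5 series) and held 24 hrs at 37 deg C. Luminescence was read 10 min after detection reagent.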
# RORgamma inh = ROR gamma (mouse) transcription inhibition | Potency, µM (titrated, usually from 53.6 µM), for the others: at the highest dose activity change, negative = inhibition, actives largely listed as inhibitors | 310,000 tested, 5.4% active | Drosophila S2 Gal4-RORgamma UAS-luciferase reporter, 20 h; further: on the % scale 0 is the no-effect control and ±100 the full control effect; nearly all actives have a fitted effect of over 60% in size
#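 Read-out: Photinus luciferase luminescence; inhibitors lower reporter signal. Insect Schneider cells with Gal4-ROR gamma fusion under metallothionein promoter, UAS reporter; 700 uM final copper sulfate induction, 20 hr, ambient temperature.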
# Rab9 promoter act = activators of Rab9 promoter; Huh7 Rab9 promoter-luciferase reporter, luminescence, 24 h; Potency, µM (top dose mostly 9.22 µM), for the others: at the top dose activation, negative = inhibition, hits mostly activators; AID 485297; 320,000 tested, 2.8% active; further: % of control where 0% means no effect; nearly all actives have a fitted effect of over 60% in size
#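 Huh7 cells stably carrying Rab9 promoter–luciferase reporter, plated 1500 cells/well, compound added after 2 h and incubated 24 h at 37 °C; luciferase luminescence then read after 10 min with detection reagent.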
# MBNL1-CUG inh = MBNL1-poly(CUG) RNA binding inhibition; Potency, µM (series often up to 57.5 µM), without a hit: at the top dose activity change, negative = inhibition, usual class: inhibitors; 280,000 tested, 0.036% active; TR-FRET MBNL1-His/biotin-(CUG)12 binding, 665/545 ratio; AID 2675; active means well fitted inhibition curve with a large enough effect in the signal ratio, with a control signal flat, not every such curve was filed as active; inconclusive means small, poorly fitted or top-dose-only effect, or effect the other way, or a change in a side signal; inactive means no such curve, though single readings can be large or run the other way; the % refers to the signal ratio; further: on the % scale 0 is the no-effect control and ±100 the full control effect
#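 Ratiometric TR-FRET (665 over 545 nm, excitation 340 nm) tracks disruption of MBNL1-His/biotin-(CUG)12 complex after 60 min at room temperature, with compounds at 92 nM to 58 uM final.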
# BRCA1 expr act = increases BRCA1 expression. MCF7-BRCA1-FFLuc reporter, luminescence, 48 h; response scale: scaled: vehicle 0%, 10 µM genistein 100%. Potency, µM (highest dose often 46.1 µM), inactives show at the highest dose activation, actives largely listed as activators. 380,000 tested, 1.1% active. AID 624202; further: nearly all actives have a fitted effect of over 80% in size; some results filed as inactive show a strong effect at the top dose
#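 Cells: MCF7-BRCA1-FFLuc, 2000/well. Exposure: 48 h, 37 °C, 5% CO2. Read: luminescence, 15 min post-substrate. Controls: genistein 10 microM (maximal activation), DMSO (neutral).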
# NPC1 prom act = NPC1 promoter activation; Huh7 NPC1 promoter luciferase reporter, 24 h; Potency, µM (series often up to 9.22 µM), for the others: at the top dose activation, most hits filed as activators; 320,000 tested, 2.4% active; AID 485313;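 further: % of control where 0% means no effect; nearly all actives have a fitted effect of over 60% in size; reporter is driven by a mutant NPC1 promoter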
#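 In 1536-well qHTS, Huh7 cells harboring an NPC1 promoter–luciferase construct received compound for 24 h; activation was quantified by luminescence following luciferase reagent addition.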
# MLL CXXC-DNA inh = blocks binding of human MLL CXXC domain to DNA; 290,000 tested, 0.037% active; Potency, µM (doses to about 115 µM), for inactives: top-dose activity change, negative = inhibition, most hits filed as inhibitors; Q03164; AID 2662; MLL-CXXC / FITC-HOXA9 DNA fluorescence polarization; active means well fitted inhibition curve with a large enough effect in the polarisation, with a control signal flat, not every such curve was filed as active; inconclusive means small, poorly fitted or top-dose-only effect, or effect the other way, or a change in a side signal; inactive means no such curve, though single readings can be large or run the other way; the % refers to the polarisation
#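 Steps: dispense CXXC domain solution (7 uM) → pin compounds or unlabeled HOX-A9 DNA control → 5 min ambient → add FLSN-HOX-A9 solution (50 nM) → spin → 30 min ambient → fluorescence polarization. Tris pH 7.5/NaCl/DTT/BSA buffer.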
# FLuc modulator = firefly luciferase modulation, counter-screen for miR-21 project; P08659; purified FLuc, Km substrates, luminescence inhibition; Potency, µM (top dose mostly 57.5 µM), for inactives: at the top dose activity change, negative = inhibition, usual class: inhibitors; 360,000 tested, 6.9% active; AID 588342;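 further: plate controls were vehicle for no effect and reference inhibitor for full effect; nearly all actives have a fitted effect of over 55% in size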
# Target sequence (P08659 whole entry, looked up): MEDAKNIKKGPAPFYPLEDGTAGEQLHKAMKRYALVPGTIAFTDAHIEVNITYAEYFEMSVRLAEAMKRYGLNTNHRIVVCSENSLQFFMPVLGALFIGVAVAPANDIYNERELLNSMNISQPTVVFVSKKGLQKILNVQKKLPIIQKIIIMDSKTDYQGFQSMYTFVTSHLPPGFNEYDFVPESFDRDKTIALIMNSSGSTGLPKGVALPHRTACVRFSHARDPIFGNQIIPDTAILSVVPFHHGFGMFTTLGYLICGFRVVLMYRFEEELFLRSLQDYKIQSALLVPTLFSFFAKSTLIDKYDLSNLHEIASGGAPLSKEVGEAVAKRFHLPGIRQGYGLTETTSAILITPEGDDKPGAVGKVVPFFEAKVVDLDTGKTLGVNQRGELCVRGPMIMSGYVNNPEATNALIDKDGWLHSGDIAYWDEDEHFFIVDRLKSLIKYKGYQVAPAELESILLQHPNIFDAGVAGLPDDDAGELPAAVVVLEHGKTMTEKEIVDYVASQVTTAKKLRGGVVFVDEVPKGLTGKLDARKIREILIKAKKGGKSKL
#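 Purified P. pyralis luciferase, 10 nM final, with Km-level 10 uM D-luciferin and 10 uM ATP in 50 mM Tris acetate pH 7.5, 10 mM Mg acetate, 0.01% Tween-20, 0.05% BSA; 6-point qHTS titration about 60 µM downward; luminescence read.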
# VP16 counter = counter-screen for ROR gamma inhibitors: Gal4-VP16 reporter. Drosophila S2 Gal4-VP16 UAS-luciferase, luminescence, 20 h. Potency, µM (doses to about 53.6 µM), for inactives: top-dose activity, negative = inhibition, most hits filed as inhibitors. 310,000 tested, 3.5% active. AID 2546;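 further: Gal4-VP16 expression switched on by copper sulfate through the metallothionein promoter; on the % scale 0 is the no-effect control and ±100 the full control effect; nearly all actives have a fitted effect of over 50% in size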
# uPA surface inh = blocks generation of uPA at the cell surface; cell surface uPA generation assay, qHTS; Potency, µM (series often up to 38.3 µM), inactives show at the top dose activity change, negative = inhibition, actives largely listed as inhibitors; 330,000 tested, 0.31% active; AID 540303; active means well fitted inhibition curve with a large enough effect; inconclusive means small, poorly fitted or top-dose-only effect; inactive means no such curve, though single readings can be large or run the other way; tested in mouse RAW 264.7 cells; further: on the % scale 0 is the no-effect control and ±100 the full control effect; nearly all actives have a fitted effect of over 55% in size
# ELG1 genotox = genotoxicity induction in ELG1-luciferase HEK293T cells; HEK293T ELG1-luciferase reporter, luminescence, 16 h; Potency, µM (doses to about 46 µM), without a hit: top-dose activity change, positive = activation, usual class: activators; 330,000 tested, 1.3% active; further: % of control where 0% means no effect; nearly all actives have a fitted effect of over 60% in size
#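 After overnight (16 hr) compound treatment at 37 °C, ELG1-luciferase HEK293T cells were lysed with ONE-Glo; luminescence quantified 30 min later at room temperature.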
# Starred values were filed as active, the others as inactive; ? = inconclusive; · = no result given; [ ] = another dose, or the depositor's remark. Unless noted, the call rests on the fitted dose curve; in most records, active means well fitted curve in the direction sought with a large enough effect; inconclusive means small, poorly fitted or top-dose-only effect, or another doubt; inactive means no such curve, though single readings can be large; an effect the other way counts as inactive or inconclusive. Potency means the concentration at half of the fitted maximal effect. These rows are one share of the data; rates above refer to the full screens.
SMILES,p53 reactivator,RORgamma inh,Rab9 promoter act,MBNL1-CUG inh,BRCA1 expr act,NPC1 prom act,MLL CXXC-DNA inh,FLuc modulator,VP16 counter,uPA surface inh,ELG1 genotox
COc1cc(/C=C/C2=NNC(=O)CC2)cc(OC)c1OC,0%,-27%,-4%,?,-9%,-3%,22%,-1%,9%,-9%,?
Cc1ccc2cc(CCNC(=O)CCCc3ccccc3)c(=O)[nH]c2c1C,8%,-2%,2%,88%[activator],13%,-6%,12%,0%,3%,2%,-2%
O=C(NC(=S)Nn1cnnc1)c1ccccc1,10%,·,-4%,·,7%,-2%,·,-1%,·,-4%,4%
COc1cc2c(cc1OC)C(c1cccc(F)c1)CC(=O)N2 (configuration not stated),1%,29%,14%,1%,1%,-3%,-22%,0%,-7%,-3%,3%
CCCNS(=O)(=O)c1ccc(OCC(=O)N(C)Cc2ccccc2)cc1,0%,29%,-3%,-9%,-1%,-2%,-11%,1%,-15%,-9%,0%
O=C(COC(=O)C1CCN(/C=C/C(=O)C(F)(F)F)CC1)Nc1ccccc1,-1%,0%,-12%,5%,-9%,-2%,?,4%,0%,3%,0%
CC(=O)N1CCc2cc(S(=O)(=O)NC(Cc3ccccc3)C(=O)O)ccc21 (configuration not stated),12%,-10%,0%,-11%,-6%,-5%,-3%,1%,0%,6%,2%
COCCCNC(=O)CSc1nc2c(sc3ccccc32)c(=O)n1CCCC(=O)NCC1CCCO1 (configuration not stated),-3%,6%,2%,-7%,-1%,-1%,0%,4%,3%,2%,3%
CC1(C)CC(NC(=O)COc2ccc(Cl)cc2Cl)CC(C)(C)N1,-9%,-14%,-3%,0%,-9%,-2%,7%,0%,2%,-8%,-6%
CCc1ccc(C(=O)NNc2ccc(F)cc2)cc1,1%,19%,2%,1%,30%,10%,-8%,-15%,-9%,0%,?
CN(CC(=O)Nc1cccc(F)c1)C(=O)/C=C/c1cn(Cc2ccccc2)nc1-c1cccnc1,-5%,·,1%,·,-32%,-1%,·,-1%,·,0%,-1%
CNS(=O)(=O)c1cccc(C(=O)OCC(=O)c2ccc3c(c2)OCCO3)c1,8%,·,20%,·,-26%,9%,·,0.38µM*,·,-16%,-1%
Cc1cccc(C(C)C)c1NC(=O)COC(=O)CN1C(=O)C2CC=CCC2C1=O (configuration not stated),3%,·,-1%,·,-9%,-3%,·,3%,·,6%,0%
COCCNC(=O)C(c1cccc(OC)c1)N(C(=O)Cn1nnc2ccccc21)c1cccnc1 (configuration not stated),-2%,30%,0%,-5%,-21%,-1%,-8%,0%,10%,-4%,4%
CCC(C)NC(=O)CSc1nnc(-c2ccoc2C)n1CC1CCCO1 (configuration not stated),-2%,5%,-4%,-7%,7%,-4%,-4%,0%,3%,-1%,0%
N#CCC(=N)N1CCN(c2ccc(F)cc2)CC1,-6%,44%,10%,8%,-10%,4%,?,-2%,-3%,-4%,-3%
COCCn1c(N)c(N(Cc2ccccc2)C(=O)c2oc3ccccc3c2C)c(=O)[nH]c1=O,-2%,?,-3%,-3%,-36%,-3%,3%,-9%,-10%[10 µM],-3%,-10%
O=C(CSc1ccccc1)N1CCN(c2ccccc2)CC1,?,?,20%,-4%,82%,17%,-3%,?,?,2%,8%

# 2 consecutive records already listed, quoted:
SMILES,p53 reactivator,RORgamma inh,Rab9 promoter act,MBNL1-CUG inh,BRCA1 expr act,NPC1 prom act,MLL CXXC-DNA inh,FLuc modulator,VP16 counter,uPA surface inh,ELG1 genotox
COc1cc(/C=C/C2=NNC(=O)CC2)cc(OC)c1OC,0%,-27%,-4%,?,-9%,-3%,22%,-1%,9%,-9%,?
Cc1ccc2cc(CCNC(=O)CCCc3ccccc3)c(=O)[nH]c2c1C,8%,-2%,2%,88%[activator],13%,-6%,12%,0%,3%,2%,-2%

# Ordered by the number under MBNL1-CUG inh (descending): 3 of the compounds above.
compound,MBNL1-CUG inh
N#CCC(=N)N1CCN(c2ccc(F)cc2)CC1,8%
CCC(C)NC(=O)CSc1nnc(-c2ccoc2C)n1CC1CCCO1 (configuration not stated),-7%
CCCNS(=O)(=O)c1ccc(OCC(=O)N(C)Cc2ccccc2)cc1,-9%

# Rewritten bar-delimited: 6 of the compounds above
canonical_smiles | p53 reactivator | RORgamma inh | Rab9 promoter act | MBNL1-CUG inh | BRCA1 expr act | NPC1 prom act | MLL CXXC-DNA inh | FLuc modulator | VP16 counter | uPA surface inh | ELG1 genotox
COc1cc2c(cc1OC)C(c1cccc(F)c1)CC(=O)N2 (configuration not stated) | 1% | 29% | 14% | 1% | 1% | -3% | -22% | 0% | -7% | -3% | 3%
CCCNS(=O)(=O)c1ccc(OCC(=O)N(C)Cc2ccccc2)cc1 | 0% | 29% | -3% | -9% | -1% | -2% | -11% | 1% | -15% | -9% | 0%
O=C(COC(=O)C1CCN(/C=C/C(=O)C(F)(F)F)CC1)Nc1ccccc1 | -1% | 0% | -12% | 5% | -9% | -2% | ? | 4% | 0% | 3% | 0%
CC(=O)N1CCc2cc(S(=O)(=O)NC(Cc3ccccc3)C(=O)O)ccc21 (configuration not stated) | 12% | -10% | 0% | -11% | -6% | -5% | -3% | 1% | 0% | 6% | 2%
COCCCNC(=O)CSc1nc2c(sc3ccccc32)c(=O)n1CCCC(=O)NCC1CCCO1 (configuration not stated) | -3% | 6% | 2% | -7% | -1% | -1% | 0% | 4% | 3% | 2% | 3%
CC1(C)CC(NC(=O)COc2ccc(Cl)cc2Cl)CC(C)(C)N1 | -9% | -14% | -3% | 0% | -9% | -2% | 7% | 0% | 2% | -8% | -6%

# Source: PubChem (National Center for Advancing Translational Sciences (NCATS))
